# Pf growth 96h = Primary qHTS for delayed death inhibitors of the malarial parasite plastid, 96 hour incubation | P. falciparum luciferase reporter growth, 96 h | Potency, µM (titrated, usually from 28.7 µM), for inactives: at the highest dose activity change, negative = inhibition, hits mostly inhibitors | 320,000 tested, 6.9% active; note: potency is the fitted concentration of half-maximal effect; % is set by controls: 0 for no effect and ±100 for the full control effect
#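 Compounds incubated with erythrocytes infected by luciferase-expressing P. falciparum (2% hematocrit, 0.05% parasitemia final) for 96 hours, 37 C in 5% CO2. Growth inhibition scored as decreased luciferase luminescence.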
# Pf growth 48h = Primary qHTS for delayed death inhibitors of the malarial parasite plastid, 48 hour incubation | 310,000 tested, 5.9% active | AID 504832, 2011 | P. falciparum luciferase growth in erythrocytes, 48 h | Potency, µM (top dose mostly 28.7 µM), for inactives: at the highest dose activity change, negative = inhibition, hits mostly inhibitors; note: potency is the fitted concentration of half-maximal effect; % is set by controls: 0 for no effect and ±100 for the full control effect
#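 Cell-based growth assay: transgenic P. falciparum expressing firefly luciferase, cultured in red cells within RPMI 1640 containing 0.5% w/v Albumax, 24 mM bicarbonate and gentamycin. A drop in luciferase activity indicates inhibition.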
# Giardia FBPA inh = qHTS Assay for Inhibitors of Fructose-1,6-bisphosphate Aldolase from Giardia Lamblia; Potency, µM (titrated, usually from 59.6 µM), inactives show at the highest dose activity, negative = inhibition, most hits filed as inhibitors; A8B2U2; 290,000 tested, 0.71% active; purified Giardia FBPA; note: potency is the fitted concentration of half-maximal effect; % is set by controls: 0 for no effect and ±100 for the full control effect; nearly all actives have a fitted effect of over 55% in size
# Target sequence (A8B2U2 whole entry, looked up): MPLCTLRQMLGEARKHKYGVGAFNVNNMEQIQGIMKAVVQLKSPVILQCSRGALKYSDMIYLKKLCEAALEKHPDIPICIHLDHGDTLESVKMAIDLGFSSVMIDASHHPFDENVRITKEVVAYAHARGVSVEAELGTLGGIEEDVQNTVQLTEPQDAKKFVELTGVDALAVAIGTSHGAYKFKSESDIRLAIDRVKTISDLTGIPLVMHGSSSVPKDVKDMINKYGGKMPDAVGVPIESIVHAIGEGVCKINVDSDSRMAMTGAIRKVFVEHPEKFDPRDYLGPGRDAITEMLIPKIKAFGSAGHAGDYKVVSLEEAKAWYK
#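 Giardia FBPA (40 nM reagent) was preincubated 10 min at RT with compound (up to 57.5 uM final), then substrate plus GAPDH/TPI/NAD/arsenate coupling system with diaphorase/resazurin was added; resorufin fluorescence (525/598 nm) was read after 20 min.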
# HCV inhibitor = qHTS Assay for Inhibitors of Hepatitis C Virus (HCV); Huh7.5.1 HCVcc-Cre infection, luciferase reporter, 44 h; Potency, µM (titrated, usually from 41.8 µM), inactives show top-dose activity change, negative = inhibition, usual class: inhibitors; 340,000 tested, 3.4% active; AID 651820, 2012; note: potency is the fitted concentration of half-maximal effect; % is set by controls: 0 for no effect and ±100 for the full control effect
#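 HCVcc-Cre virus at an moi near 0.5 was added right after compound to cells cultured 4 h from seeding (1,000 cells/well). Luciferase activity was determined 44 h later, 15 min after substrate addition at RT.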
# Shiga inhibitor = A qHTS for Small Molecule Inhibitors of Shiga Toxin; Vero cells, Shiga toxin protein synthesis inhibition reporter; inhibition, % at 38.7 µM; 290,000 tested, 9.2% active; AID 2315, 2010; in the data active = inhibition mostly above about 28%, no sharp cut-off; inactive = mostly below about 43%; note: 0% is about no effect
# Cycloheximide cs = Cycloheximide Counterscreen for Small Molecule Inhibitors of Shiga Toxin; cell reporter, cycloheximide protein synthesis inhibition counterscreen; max response, %; 300,000 tested, 12% active; AID 2314, 2010; in the data active = max response mostly above about 13%, no sharp cut-off; inactive = mostly below about 14%; note: read at 38.3 µM for the half of the compounds with a filed dose; 0% is about no effect
# * = called active by the depositor; ? = inconclusive; · = no result given; + = active, no number; [ ] = another dose, or the depositor's remark. Unless noted, calls come from the whole dose curve; as a rule, active = well fitted curve in the direction sought with a large enough effect; inconclusive = small, poorly fitted or top-dose-only effect, or another doubt; inactive = no such curve, though single readings can be large; an effect the other way counts as inactive or inconclusive.
# Start of the listing, in advance (six entries):
SMILES	Shiga inhibitor	Cycloheximide cs	Pf growth 96h	Giardia FBPA inh	Pf growth 48h	HCV inhibitor
CC(=O)N1c2ccccc2C(C)=CC1(C)C	-4	-3	16%	-14%	5%	7%
CCn1c2ccccc2c2nnc(SCC(=O)NC3CCS(=O)(=O)C3)nc21 (stereo not drawn)	-7	2	57%[activator]	-1%	0%	19%
CCn1c(SCc2ccc(C#N)cc2)nnc1-c1cccc(Cl)c1	-7	-3	·	0%	?	?
COC(=O)CSc1nnc(CNc2ccc(Cl)cc2)n1-c1ccccc1	-1	-1	15%	0%	17%	23%
CCn1c(-c2nn(-c3ccccc3)ccc2=O)n[nH]c1=S	-4	0	0%	?	5%	4%
COc1cc(NS(=O)(=O)c2cc(C(=O)N3CCN(C(C)=O)CC3)ccc2OC)cc(OC)c1	-5	1	?	4%	-16%	2%

# This part in full, from the first entry:
SMILES	Shiga inhibitor	Cycloheximide cs	Pf growth 96h	Giardia FBPA inh	Pf growth 48h	HCV inhibitor
CC(=O)N1c2ccccc2C(C)=CC1(C)C	-4	-3	16%	-14%	5%	7%
CCn1c2ccccc2c2nnc(SCC(=O)NC3CCS(=O)(=O)C3)nc21 (stereo not drawn)	-7	2	57%[activator]	-1%	0%	19%
CCn1c(SCc2ccc(C#N)cc2)nnc1-c1cccc(Cl)c1	-7	-3	·	0%	?	?
COC(=O)CSc1nnc(CNc2ccc(Cl)cc2)n1-c1ccccc1	-1	-1	15%	0%	17%	23%
CCn1c(-c2nn(-c3ccccc3)ccc2=O)n[nH]c1=S	-4	0	0%	?	5%	4%
COc1cc(NS(=O)(=O)c2cc(C(=O)N3CCN(C(C)=O)CC3)ccc2OC)cc(OC)c1	-5	1	?	4%	-16%	2%
CC(=O)NCCN=C(C)c1sc2ccccc2c1O	+	24*	-18%	-3%	81%[activator]	6%
CCC(C)(C)NC(=O)CN(C(=O)CCC(=O)Nc1nccs1)c1ccc2c(c1)OCO2	-6	-4	-17%	-7%	-19%	14%
Cc1cccc(-c2nnc(N)s2)c1	21	7	63%[activator]	-4%	13%	10%
COc1ccccc1NC(=O)c1ccc(S(=O)(=O)N(C)C)cc1	-6	-1	21%	1%	33%[activator]	2%
CCC1Oc2ccc(C)cc2N(CC(=O)NCc2ccccc2OC)C1=O (stereo not drawn)	7	-1	12%	-4%	?	-3%
c1ccc(Nc2nc3ccccc3n3nnnc23)cc1	56*	45*	-61%	4%	?	-9%
CCCN(CCC)C(=S)Nc1cc(C(=O)OC)ccc1C(=O)OC	-14	-1	?	1%	?	-29%
CN(Cc1ccc(Cl)cc1Cl)C(=O)CNC(=O)c1ccco1	14	1	0%	·	6%	-5%
CCOC(=O)C1CCN(C(=O)c2ccc(N3CCOCC3)c([N+](=O)[O-])c2)CC1	·	·	-13%	·	0%	-2%
Cn1c(Sc2nc3ccccc3n2C)nc2ccccc21	17	-2	25%	-1%	·	-8%
O=C(N/N=C/c1ccncc1)c1ccc2c(c1)OCO2	76*	24*	?	0%	109%[activator]	6%
Cn1cc(/C=C/C(=O)N2CCCC(C(=O)c3ccc(C(F)(F)F)cc3)C2)cn1 (stereo not drawn)	17	-1	10µM*	4%	19%	10%
COC(=O)C(Cc1ccc(N(CCCl)CCCl)cc1)N=Cc1ccccc1O (stereo not drawn)	9	10	0%	4%	?	?
COc1ccccc1-c1c(C)nn2c(N3CCN(c4ccccc4OC)CC3)cc(C)nc12	-11	-2	?	0%	·	2%

SMILES	Shiga inhibitor	Cycloheximide cs	Pf growth 96h	Giardia FBPA inh	Pf growth 48h	HCV inhibitor
CC(=O)Nc1ccc(NC(=O)Cn2c(-c3ccc(F)cc3)cnc2SCC(=O)Nc2c(C)cccc2C)cc1	-11	-2	59%[activator]	2%	10%	13%
Cc1ccc(NC(=O)COC(=O)c2csc3c2CCC(C)C3)cc1S(=O)(=O)N1CCCCC1 (stereo not drawn)	4	5	29%	-3%	5%	?
CC1(C)Cc2cccc(Oc3ccc(S(=O)(=O)N4CCCCC4)cn3)c2O1	-9	1	?	-5%	13µM*	-17%
COC(=O)C1=C(C)N(C)C(=S)NC1c1cc(OC)ccc1OC (stereo not drawn)	-12	11	10%	1%	-2%	11%
CCCCc1c(C)nc(Nc2ccc(OC)cc2)[nH]c1=O	13	6	122%[activator]	4%	12%	9%
Cc1onc(-c2c(F)cccc2Cl)c1C(=O)Nc1nccs1	-8	1	-18%	-8%	-12%	-15%
Cc1ccc(NC(=O)C2CCN(S(=O)(=O)c3ccc4c(c3)NC(=O)C(C)S4)CC2)c(Cl)c1 (stereo not drawn)	10	16*	?	·	10µM*	11µM*
COc1ccc2c(c1)C1CC(C)(NC(=O)C1C(=O)c1ccccc1)O2 (stereo not drawn)	-13	-5	17%	-7%	5%	-9%
O=C(NCc1ccc2c(c1)OCO2)c1cc(=O)[nH]c2ccccc12	-3	-3	17%	-3%	-9%	12%
O=C(CN1CCCCC1)N/N=C/c1ccc(Cl)cc1Cl	-3	-1	-25%	2%	25%	-21%
CC(C)CN(C(=O)COC(=O)CCSc1ccc(F)cc1)c1c(N)n(Cc2ccccc2)c(=O)[nH]c1=O	·	·	6%	·	7%	?
CC1=NN(C(N)=S)C(=O)C1N=Nc1ccc(Cl)cc1 (stereo not drawn)	77*	33*	?	18%	?	-8%
Cn1c(N/N=C/c2c[nH]c3ccccc23)nc2ccccc21	167*	45*	1.7µM*	3%	7.4µM*	?
CCOc1ccc(OC(=O)c2cccc(S(=O)(=O)N3CCN(C)CC3)c2)cc1	·	·	?	·	-37%	?
CCc1ccc(NC(=O)CCC(=O)N2CCSc3ccccc32)cc1	-4	2	-12%	-4%	-4%	-23%
O=C(CSc1ccc2nnc(-c3cccc(F)c3)n2n1)NCC1CCCO1 (stereo not drawn)	-13	-2	5%	-18%	-18%	8%
Cc1ccc(C(=O)NCCNC(=O)c2ccc(C)nc2)cc1	19	2	-2%	-10%	3%	23%
COc1cc2c(C(=O)N3CCCc4ccccc43)cn(C)c(=O)c2cc1OC	-18	2	26%	-1%	6%	-22%
O=C(CC1C(=O)NC2CCCCC2N1C(=O)c1ccc([N+](=O)[O-])cc1)Nc1ccccc1 (stereo not drawn)	20	-4	?	4%	?	13%
O=C1c2cccnc2C(=O)N1c1cccc(-c2nc3ccccc3o2)c1	68*	34*	-3%	-8%	31%[activator]	-5%

SMILES	Shiga inhibitor	Cycloheximide cs	Pf growth 96h	Giardia FBPA inh	Pf growth 48h	HCV inhibitor
c1ccc(OCc2nnc3sc(C4COc5ccccc5O4)nn23)cc1 (stereo not drawn)	-19	-3	-4%	17%	·	19%
O=C1CC(c2cc(Br)ccc2F)c2cc3c(cc2N1)CCC3 (stereo not drawn)	-3	-4	-53%	4%	?	?
Cc1sc2nc(CSc3cccc(C(F)(F)F)c3)[nH]c(=O)c2c1C	-6	-4	-24%	-2%	-3%	1%
Cc1ccc(C(=O)COC(=O)CNS(=O)(=O)c2ccccc2)cc1[N+](=O)[O-]	-5	5	22%	5%	?	3%
Oc1ccc(/C=N/n2c(COc3ccccc3)n[nH]c2=S)c(O)c1	-6	-9	0%	27%	·	12%
Cc1ccc(C(=O)c2c3ccccc3[n+]([O-])n2CCC(N)=O)cc1	27	14	16%	-15%	-4%	19%
Cc1cc([N+](=O)[O-])nn1CCCC(=O)NCc1ccc(F)cc1	-12	-2	?	3%	0%	8%
CC(C)CCCN1CCN=C1N(C)C	-6	1	14%	-6%	8%	13%
COCC(=O)NNC(=S)Nc1cccc(C)c1C	-5	0	-19%[1.15 µM]	0%	2%	11%
Cc1ccc(C)c(N2CCN(S(=O)(=O)c3ccc4c(c3)NC(=O)CO4)CC2)c1	-6	-11	13µM*	·	-10%	23%
CC1CCN(S(=O)(=O)c2ccc3c(c2)c(=O)c(C(=O)N2CCOCC2)cn3C)CC1	-20	6	-14%	·	10%	20%
CCCCN(C)C(=O)c1coc(=O)c2ccccc12	-8	12	-36%	1%	-21%	8%
COc1ccc(CCN(C)C(=O)c2cncc(Br)c2)cc1OC	-12	4	2%	3%	-11%	5%
O=C(OCc1ccc([N+](=O)[O-])cc1)C1CCN(S(=O)(=O)c2ccccc2)CC1	-17	10	35%[activator]	1%	8%	0%
Cc1sc(N/N=C/c2ccco2)nc1-c1ccccc1	91*	27*	?	-11%	?	?
CCN(CC)CCCNC(=O)CC1Oc2ccc(C)cc2NC1=O (stereo not drawn)	1	10	12%	-1%	·	4%
CN1CCN(S(=O)(=O)c2cccc(S(=O)(=O)c3ccc(Cl)c(Cl)c3)c2)CC1	35	-1	22%	-3%	?	-10%
CCc1ccc(N/C(N)=N/c2nc(CSc3ncccn3)cc(=O)[nH]2)cc1	-14	-2	?	1%	-2%	-21%
CC(=O)Nc1ccc(S(=O)(=O)Nc2ccc(NC(=O)c3ccco3)cc2)cc1	17	3	·	13%	-4%	4%
CCCOc1cccc(-c2nc3ccccc3c(=O)o2)c1	79*	51*	?	-2%	66%[activator]	9%

SMILES	Shiga inhibitor	Cycloheximide cs	Pf growth 96h	Giardia FBPA inh	Pf growth 48h	HCV inhibitor
CCN(CC)c1ncnc2c1ncn2Cc1c(Cl)cccc1Cl	13	-2	5%	-2%	?	13µM*
CC(=O)N/N=C/c1cc(C(C)(C)C)cc(/C=N/NC(C)=O)c1O	-12	-2	-14%	11%	-3%	2%
O=C(NCC(c1ccco1)N1CCc2ccccc2C1)c1c(F)cccc1F (stereo not drawn)	·	·	-1%	·	11%	-4%
COc1cc(NC(=O)CSc2nc3[nH]ncc3c(=O)n2-c2ccc(Cl)cc2)cc(OC)c1	5	3	-18%	13%	?	?
NS(=O)(=O)c1cc(C(=O)NCC2CCCCC2)ccc1Cl	56*	-3	?	-1%	?	1%
CS(=O)(=O)c1ccc(Cl)c(NC(=O)C2CCCCN2S(=O)(=O)c2ccccc2)c1 (stereo not drawn)	·	·	?	·	?	-4%
CC(=O)Nc1ccc(Nc2c([N+](=O)[O-])cc(S(C)(=O)=O)cc2[N+](=O)[O-])cc1	-5	-3	?	-2%	-2%	?
COc1ccc(NC(=O)COC(=O)CCCc2c[nH]c3ccccc23)cc1	-4	10	·	-13%	-7%	14%
CC(=O)OCC(=O)[C@H]1CC[C@H]2[C@@H]3CC[C@H]4C[C@H](O)CC[C@]4(C)[C@H]3C(=O)C[C@]12C	·	·	5%	·	-13%	-10%
CC(C)(C)OC(=O)NC(Cc1ccccc1)C(=O)NC(CSC1CCCCO1)C(=O)NN (stereo not drawn)	-14	-2	-13%	1%	29%	?
CC(C)CC(C(=O)NC1CCCCC1)N(Cc1ccccc1)C(=O)c1snc(C(N)=O)c1N (stereo not drawn)	4	-3	?	10%	?	9%
COc1ccc(CNc2nc(-c3cccnc3)nn2C(C)=O)cc1	47	1	151%[activator]	2%	1%	-17%
O=C(NCCS(=O)(=O)N1CCN(c2ccc(F)cc2)CC1)C1CC(=O)N(c2ccccc2)C1 (stereo not drawn)	-3	11	2%	-11%	6%	11%
CCOC(CNC(=O)Cn1nc(C)c2ccccc21)OCC	-9	3	?	7%	-7%	13%
O=C(CCC1CCCCC1)Nc1ccccc1-c1ccccc1	3	-2	36%[activator]	1%	21%	10%
CC1(C)CC(=O)C=C(N2CCOCC2)C1	13	12	?	6%	6%	9%
C=CCNCc1ccc(C(=O)NCCCCCCC)cc1[N+](=O)[O-]	·	·	?	·	?	?
